# Assay outcomes from PubChem.
# VEEV TC-83 Vero = inhibitors of VEEV TC-83 cytopathic effect, confirmation, Vero cells (AID 588727); Vero cells, VEEV TC-83 cytopathic effect inhibition; higher % means a stronger effect; inhibition, % at 20 µM, or IC50 in µM where a hit was titrated; actives 0.13% (n = 350,000); in the data active = a potency from the dose series; inconclusive = inhibition mostly from about 14% at the one dose, without a potency; inactive = the rest, 99 in 100 with inhibition below about 12%; note: strong numbers were not always called active
# tuberculosis growth = growth inhibition of non-replicating M. tuberculosis (AID 488890); inhibition, % at 25 µM, or IC50 in µM where a hit was titrated; actives 0.39% (n = 320,000); Mycobacterium tuberculosis non-replicating, growth inhibition; higher % means a stronger effect; in the data active = a potency from the dose series; inconclusive = inhibition mostly from about 82% at the one dose, without a potency; inactive = the rest, 99 in 100 with inhibition below about 76%;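 note: plate controls were DMSO cells for no effect and high antibiotic wells for full effect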
# Salmonella PhoP GFP = PhoP regulon inhibitors, Salmonella typhi PhoP promoter GFP reporter, confirmatory (AID 1850). actives 0.33% (n = 310,000). inhibition, % at 50 µM; hits with a dose series show IC50 in µM. Salmonella Typhi PhoP-promoter GFP reporter, fluorescence, 4 h; higher % means a stronger effect; in the data active = a potency from the dose series; inconclusive = inhibition mostly from about 25% at the one dose, without a potency; inactive = the rest, 99 in 100 with inhibition below about 19%;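 note: 0% = induced wells with vehicle and 100% = uninduced wells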
# H37Rv inhibition = M. tuberculosis growth inhibition, HTS (AID 449762) | M. tuberculosis H37Rv growth inhibition, 7H9 media; higher % means a stronger effect | inhibition, % at 25 µM; hits with a dose series show IC50 in µM | actives 0.59% (n = 330,000); in the data active = a potency from the dose series; inconclusive = inhibition above about 70% without an active follow-up result;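 note: bacterial growth assessed after seven days of incubation; strong numbers were not always called active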
# influenza NS1A = H1N1 influenza NS1A inhibitors, functional cell based assay (AID 504329). NS1A functional cell-based assay, percent inhibition; higher % means a stronger effect. inhibition, % at 12.5 µM, or IC50 in µM where a hit was titrated. actives 0.3% (n = 340,000); in the data active = a potency from the dose series; inconclusive = inhibition above about 27% without an active follow-up result; note: strong numbers were not always called active
# VEEV TC-83 Vero 10K pilot screen = further read-out of VEEV TC-83 Vero, marked with its call; inhibition, %; measured here: 10K pilot screen inhibition
# * marks the source's active call; other numbers are inactive results; i = inactive; ? = inconclusive; nt = no result given; & = joins results of further samples.
SMILES,VEEV TC-83 Vero,tuberculosis growth,Salmonella PhoP GFP,H37Rv inhibition,influenza NS1A,others
CCOc1ccccc1NC(=O)N1CCCC1C(=O)NCc1cccs1 (configuration not stated),i,-6%,-3%,12%,-8%,
COc1cc(SC)ccc1C(=O)Nc1ccc(Br)cn1,4.0%,10%,2%,-1%,-8%,
COC(=O)/C=C1\SC(=Nc2ccc(Cl)c(Cl)c2)NC1=O,i,21%,1%,63%,6%,
NC(=O)C1CCN(C(=O)COc2ccc(S(=O)(=O)NC3CCCC3)cc2)CC1,1.0%,-5%,7%,1%,3%,
COc1cc(N)ccc1NC(=O)c1cccs1,1.2%,-3%,0%,-3%,10%,
COc1ccc(C(C)=O)cc1CSc1nnc(C)n1-c1ccccc1,i,2%,0%,-6%,29%,
COc1ccc(CCCC(=O)NC(C)c2ccccc2)cc1 (configuration not stated),0.5%,75%,4%,4%,-7%,
CCCCn1c(N)c(N(CCOC)C(=O)c2cc(S(=O)(=O)N3CCOCC3)ccc2F)c(=O)[nH]c1=O,i,-6%,10%,-7%,-1%,
S=C(NCC1CCCO1)NC1CCCC1 (configuration not stated),i,9%,-7%,-6%,-8%,
Cc1nc(C)c(-c2ccc(SCC(=O)Nc3cccc(Cl)c3C)nn2)s1,8.8%,74%,-8%,4%,-5%,
CC(=O)Nc1ccc(NC(=O)COC(=O)Cn2cnc3ccccc32)cc1,i,-6%,nt,-9%,-1%,
O=C(Nc1ccccc1)C1=C[C@H](c2ccccc2)C[C@H](OCCCCO)O1,8.4%,28%,-6%,10%,1%,
CC(OC(=O)/C=C/c1cccs1)C(=O)NC1CCCCC1C (configuration not stated),0.4%,-10%,-1%,0%,-17%,
O=C(CCS(=O)(=O)c1ccc(Br)cc1)NCc1ccc(F)cc1,1.5%,8%,-16%,14%,7%,
C[N+]1(CC2COC(c3ccco3)O2)CCCCC1 (configuration not stated),0.5%,6%,6%,-2%,9%,
CS(=O)(=O)c1ccccc1C(=O)Nc1ccc(S(=O)(=O)N2CCCC2)cc1,0.7%,1%,nt,6%,-19%,
Cc1ccc(C)c(N2CCN(CC3CC=CCC3)CC2)c1 (configuration not stated),1.3%,8%,-7%,-2%,-11%,
CCCCCCCNC(=O)c1cc(-c2ccncc2)nc2ccccc12,0.2%,35%,3%,?,-11%,
CNC(CC(=O)c1ccc([N+](=O)[O-])cc1)C(Cl)(Cl)Cl (configuration not stated),?,?,95µM*,2.3µM*,8%,
COc1ccccc1NC(=O)c1cccc(S(=O)(=O)N2CCN(Cc3ccccc3)CC2)c1,7.1%,3%,-3%,0%,6%,

# Reprinted from the part before: 2 compounds; new compounds follow.
SMILES,VEEV TC-83 Vero,tuberculosis growth,Salmonella PhoP GFP,H37Rv inhibition,influenza NS1A,others
CNC(CC(=O)c1ccc([N+](=O)[O-])cc1)C(Cl)(Cl)Cl (configuration not stated),?,?,95µM*,2.3µM*,8%,
COc1ccccc1NC(=O)c1cccc(S(=O)(=O)N2CCN(Cc3ccccc3)CC2)c1,7.1%,3%,-3%,0%,6%,
C[n+]1ccc(C(=O)NCCC[N+](C)(C)C)cc1/C=N/O,0.6%,3%,3%,-3%,-8%,
COc1ccccc1N=Nc1ccc(O)c2ncccc12,35%,?,-1%,?,12µM*,
O=C(Nc1cn(-c2ccccc2)nc1-c1ccc(Cl)cc1)c1ccccc1,0.7%,-10%,8%,12%,-7%,
CCCCNC(=O)COC(=O)CCC(=O)c1ccc(Cl)cc1,i,55%,-2%,0%,1%,
CCN(CC)CCCNC(=O)C1c2ccccc2C(=O)N(CCOC)C1c1ccc(F)cc1 (configuration not stated),i,17%,7%,-1%,7%,
CC(Oc1ccc(Cl)cc1Cl)c1ccn[nH]1 (configuration not stated),4.2%,11%,5%,2%,-11%,
CNC(=O)c1ccc2snnc2c1,0.2%,12%,8%,-1%,-2%,
CCN1CCN(c2ncnc3sc4c(c23)CCC(C)C4)CC1 (configuration not stated),0.4%,14%,-3%,2%,0%,
CCc1c(C)nc2[nH]nc(NC(=O)C(F)(F)F)n2c1=O,0.2%,10%,-8%,4%,-3%,
CCC1=C(OC(=O)N(CC)CC)N2C(=O)OC(=NCCc3c[nH]c4ccccc34)[C@]2(C)[C@H]2C1=CC[C@H]1C(=O)N(CC)C(=O)[C@H]12,i,24%,9%,-5%,-2%,
Cc1ccccc1NC(=O)NNC(=O)CCc1ccccc1,1.8%,-9%,-9%,-1%,-4%,
CNc1nc(NC)nc(-n2c(C(F)(F)F)nc3ccccc32)n1,2.7%,42%,-17%,43%,8%,
CCOc1ccccc1-c1nc(CN2CCCN(C(=O)c3ccco3)CC2)c(C)o1,0.7%,17%,-6%,-28%,-8%,
Cc1ccc(C)c(S(=O)(=O)Nc2ccc(C(=O)N3CC(C)OC(C)C3)cc2)c1 (configuration not stated),3.1%,-27%,nt,-2%,-5%,
COc1ccc(Cl)cc1S(=O)(=O)NCc1ccncc1,1.2%,-12%,-10%,0%,-5%,
CCOC(=O)c1ccc(NC(=O)N2CCN(C(=O)C3CCCO3)CC2)cc1 (configuration not stated),0.4%,2%,7%,-5%,8%,
Cc1cccc(C)c1NC(=O)C1CC2CCC1C2 (configuration not stated),4.8%,-11%,-15%,15%,-20%,
NC(=O)c1ccsc1NC(=O)CS(=O)(=O)c1ccc(F)cc1,1.9%,-5%,-1%,6%,-2%,
Cc1nn(C)c(C(=O)Nc2ccn(C34CC5CC(CC(C5)C3)C4)n2)c1[N+](=O)[O-],0.3%,42%,-4%,3%,-5%,
COc1ccc([C@@H]2CC=C(C(=O)O)[C@H](c3ccc(Br)cc3)N2S(=O)(=O)c2ccccc2C)cc1,1.3%,51%,nt,3%,-10%,

# At a glance, some entries already given.
SMILES,VEEV TC-83 Vero,tuberculosis growth,Salmonella PhoP GFP,H37Rv inhibition,influenza NS1A,others
NC(=O)c1ccsc1NC(=O)CS(=O)(=O)c1ccc(F)cc1,1.9%,-5%,-1%,6%,-2%,
Cc1nn(C)c(C(=O)Nc2ccn(C34CC5CC(CC(C5)C3)C4)n2)c1[N+](=O)[O-],0.3%,42%,-4%,3%,-5%,
COc1ccc([C@@H]2CC=C(C(=O)O)[C@H](c3ccc(Br)cc3)N2S(=O)(=O)c2ccccc2C)cc1,1.3%,51%,nt,3%,-10%,

# Next compounds.
SMILES,VEEV TC-83 Vero,tuberculosis growth,Salmonella PhoP GFP,H37Rv inhibition,influenza NS1A,others
CCCc1nc(C)c2c(=O)[nH]c(-c3cc(S(=O)(=O)N4CCN(CC)CC4)ccc3OCC)nn12,i,1%,11%,6%,-10%,
COc1ccc(/C=N\NC(=S)SCN2C(=O)C3CCC(C)(C2=O)C3(C)C)cc1 (configuration not stated),i,35%,5%,-6%,17%,
COc1cccc(/C=C/C(=O)NCc2ccc(S(N)(=O)=O)cc2)c1,i,21%,0%,-2%,-1%,
CC(CC(=O)Nc1cccnc1)c1ccccc1 (configuration not stated),0.8%,-5%,2%,-12%,-5%,
CCOP(=S)(OCC)Oc1cc(C)oc(=O)c1,1.8%,3%,4%,8%,-16%,
O=C(CCn1c(=O)sc2ccccc21)NCCC1=CCCCC1,1.2%,0%,-8%,17%,-7%,
CCOc1ccc(S(=O)(=O)N2CCN(S(=O)(=O)c3ccc(C(C)=O)cc3)CC2)cc1,0.3%,-7%,-2%,1%,7%,
CC(C)(C)OC(=O)C[C@@H]1C/C=C\C[C@@H](CC(=O)N[C@H](CO)Cc2ccccc2)C(=O)NC[C@@H](c2ccccc2)OC1=O,i,42%,nt,-6%,-14%,
Cc1cccc(NC(=O)NNC(=O)c2cc3ccccc3cc2O)c1C,0.1%,-8%,-1%,3%,2%,
Nc1nc2ccc([N+](=O)[O-])cc2[nH]1,3.5%,-1%,-7%,3%,24%,
Cc1ccc(OCC(=O)Nc2cc(S(=O)(=O)N3CCCCC3)ccc2N2CCN(C)CC2)c(C)c1,1.9%,45%,3%,?,9%,
O=C(Nc1ncn[nH]1)C(F)(F)C(F)F,0.6%,-13%,14%,1%,-6%,
COc1ccc(-n2cnnc2SCC(=O)Nc2cccc([N+](=O)[O-])c2)cc1,0.7%,-6%,-10%,-1%,3%,
CCOc1ccc(-c2nc(C#N)c(NCC(C)C)o2)cc1,i,12%,-2%,?,9%,
C=CCc1ccccc1OCC(=O)N/N=C/c1ccccc1OCC,0.4%,22%,4%,5%,-6%,
COc1c(Cl)cc(Cl)cc1C(=O)Nc1ccc(C(=O)O)cc1,i,2%,-4%,-3%,-8%,
COc1ccccc1/C=C1\SC(=O)N(CC(=O)N(C)C2CCS(=O)(=O)C2)C1=O (configuration not stated),2.7%,0%,6%,7%,1%,
Cc1ccccc1N(C(=O)CNC(=O)c1ccco1)C(C(=O)NC1CCCC1)c1ccncc1 (configuration not stated),0.4%,1%,-23%,2%,-3%,
O=C(/C=C/c1cccc2ccccc12)NCCC1=CCCCC1,0.6%,-5%,0%,-11%,-24%,
Nn1cc(-c2ccccc2)nc1SCC(=O)Nc1ccc(S(N)(=O)=O)cc1,2.4%,-5%,3%,-3%,1%,

# In the list so far, these have a nitro group on carbon.
SMILES,VEEV TC-83 Vero,tuberculosis growth,Salmonella PhoP GFP,H37Rv inhibition,influenza NS1A,others
CNC(CC(=O)c1ccc([N+](=O)[O-])cc1)C(Cl)(Cl)Cl (configuration not stated),?,?,95µM*,2.3µM*,8%,
Cc1nn(C)c(C(=O)Nc2ccn(C34CC5CC(CC(C5)C3)C4)n2)c1[N+](=O)[O-],0.3%,42%,-4%,3%,-5%,
Nc1nc2ccc([N+](=O)[O-])cc2[nH]1,3.5%,-1%,-7%,3%,24%,
COc1ccc(-n2cnnc2SCC(=O)Nc2cccc([N+](=O)[O-])c2)cc1,0.7%,-6%,-10%,-1%,3%,

# Next results.
SMILES,VEEV TC-83 Vero,tuberculosis growth,Salmonella PhoP GFP,H37Rv inhibition,influenza NS1A,others
c1ccc(-c2ccc(-c3cnc4n3CCCCC4)cc2)cc1,7.3%,?,3%,?,-3%,
CCn1c(=O)c2cc(S(=O)(=O)NCCOc3ccccc3)ccc2n(CC)c1=O,0.6%,12%,4%,1%,-11%,
CC(Oc1cccc(Cl)c1)C(=O)Nc1ccccc1C(=O)N1CCCCC1 (configuration not stated),i,23%,-14%,-2%,-8%,
Oc1ccccc1C1NCc2ccccc2-n2cccc21 (configuration not stated),i,1%,2%,7%,5%,
CC(C)(C)NC(=O)CC1C(=O)NCCN1Cc1c(F)cccc1Cl (configuration not stated),0.1%,6%,-1%,2%,9%,
S=P(Nn1cnnc1)(c1ccc(Br)cc1)c1ccc(Br)cc1,2.9%,19%,-1%,?,-2%,
O=S(=O)(c1ccc(=S)[nH]c1)N1CCN(Cc2ccccc2)CC1,1.4%,-2%,nt,-9%,-1%,
CCN(CC(=O)Nc1ccc(NC(C)=O)cc1)C(=O)c1ccc(N2C(=O)c3ccccc3C2=O)cc1,1.9%,nt,nt,nt,1%,
Cc1cc(-c2n[nH]c(=S)n2/N=C/c2sccc2C)n[nH]1,1.1%,-23%,3%,-3%,7%,
CC(C)CC1CCCC12NC(=O)NC2=O (configuration not stated),1.8%,nt,nt,nt,-4%,
CC(=O)Oc1cc(C(C)C)c(OCCN(C)C)cc1C,i,-2%,-2%&3%,-3%,2%,
C=CCN=C1S/C(=C\N(C)C)C(=O)N1S(=O)(=O)c1ccc(C)cc1,0.7%,-3%,nt,-2%,-12%,
Cn1ccc2cc(OCc3ccccc3)ccc21,2.3%,nt,nt,nt,-2%,
CCOc1ccc(NC(=O)CNc2cccc(S(=O)(=O)N3CCCCCC3)c2)cc1OCC,5.7%,18%,nt,-9%,1%,
O=C(OCc1cccc([N+](=O)[O-])c1)c1cc2ccccc2oc1=O,0.6%,?,-2%,?,18%,
COC(=O)c1nnn(-c2nonc2N)c1-c1cccs1,1.4%,7%,-7%,4%,23%,VEEV TC-83 Vero 10K pilot screen=0.2
Cc1ccc(C)c(NC(=O)C(Sc2ncnc3ccccc23)c2ccccc2)c1 (configuration not stated),0.3%,-4%,-7%,-10%,5%,
O=C(OCC(=O)c1ccc[nH]1)c1ccc(F)c(S(=O)(=O)N2CCOCC2)c1,0.2%,10%,nt,-2%,0%,
CC(C)C(OC(=O)c1ccc(Cl)nc1)C(=O)NC1CCCCC1 (configuration not stated),i,-9%,-5%,4%,-5%,
Cc1ccc(CCNC(=O)C2CCN(c3nn4c(=O)cc(C)nc4s3)CC2)cc1,4.0%,8%,8%,1%,4%,
Cc1cccc(NC(=O)CCS(=O)(=O)c2ccc(Br)cc2)c1,0.1%,2%,-10%,1%,16%,
COc1cccc(C(=O)Nc2nnc(S(=O)(=O)Nc3cccc(C)c3)s2)c1,1.4%,36%,9%,-4%,-3%,
CCn1c(=S)sc2nc(C)sc21,0.3%,21%,-11%,-13%,-11%,
